ZTA DNA inh: blocks Epstein-Barr virus ZTA, an EBNA-1 counter-screen; P03206; ZTA-DNA binding, fluorescence polarization; inhibition, % at 11 µM; 320,000 compounds, 0.15% hits; in the data active = inhibition above about 33%
EBNA-1 inhibitor: blocks EBNA-1 binding to DNA; EBNA-1 DNA binding, fluorescence polarization; inhibition, % at 14.8 µM; 300,000 compounds, 0.34% hits; in the data active = inhibition above about 28%
PP5 inh: inhibitors of human protein phosphatase 5 (PP5). purified PP5c, OMFP substrate fluorescence. P53041. 320,000 compounds, 0.18% hits. inhibition, % at 6.7 µM. AID 1987;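 active = inhibition above the campaign's mean inhibition across all tested compounds plus 3 SD, cut at about 9.5% in these data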;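 also: 0% = DMSO only and 100% = 100 µM cantharidin control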
Fh CTSL1 inh: cathepsin L1 inhibition, PFM18AAP counter-screen. recombinant F. hepatica cathepsin L1, Z-Leu-Arg-MCA fluorescence. inhibition, % at 5.96 µM. 300,000 compounds, 0.49% hits. AID 1906;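 active = inhibition above the mean of all tested compounds plus 3 SD, set per screening campaign, cut at about 17% in these data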;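 also: 0% = plate median of test compound wells and 100% = 1 µM Z-Phe-Ala-diazomethylketone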
PREPL inhibitor: inhibits the human prolyl oligopeptidase-like enzyme | inhibition, % at 5.96 µM | recombinant PREPL, fluorescence polarization activity-based probe | 320,000 compounds, 0.68% hits; in the data active = inhibition above about 43%;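 also: 0% = enzyme with DMSO and 100% = wells lacking enzyme; many of its hits are not listed in these tables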
Target sequence (Q4J6C6 whole entry, looked up): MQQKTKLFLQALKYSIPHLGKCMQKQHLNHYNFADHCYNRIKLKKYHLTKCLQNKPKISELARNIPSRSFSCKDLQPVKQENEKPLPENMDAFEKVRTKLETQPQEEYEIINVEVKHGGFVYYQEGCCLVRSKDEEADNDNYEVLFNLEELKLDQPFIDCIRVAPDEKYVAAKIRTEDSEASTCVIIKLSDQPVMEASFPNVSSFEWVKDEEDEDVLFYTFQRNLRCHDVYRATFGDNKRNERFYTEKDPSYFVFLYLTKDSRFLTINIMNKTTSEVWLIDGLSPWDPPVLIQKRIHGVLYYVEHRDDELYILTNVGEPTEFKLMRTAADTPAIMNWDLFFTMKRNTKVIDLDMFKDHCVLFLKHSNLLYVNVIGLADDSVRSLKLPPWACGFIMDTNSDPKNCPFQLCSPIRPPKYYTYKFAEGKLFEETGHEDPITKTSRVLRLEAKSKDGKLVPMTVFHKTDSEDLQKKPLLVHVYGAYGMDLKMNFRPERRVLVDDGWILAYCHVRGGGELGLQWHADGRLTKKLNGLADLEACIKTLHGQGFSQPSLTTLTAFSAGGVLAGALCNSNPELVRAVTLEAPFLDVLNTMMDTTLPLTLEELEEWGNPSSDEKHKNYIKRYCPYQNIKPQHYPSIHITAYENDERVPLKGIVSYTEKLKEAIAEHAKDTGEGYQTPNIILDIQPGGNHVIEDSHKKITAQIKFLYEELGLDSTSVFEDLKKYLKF
core dimer inh: blocks dimerization of HCV core protein; TR-FRET GST/Flag-core106 dimerization, 1536-well; AID 1899; inhibition, % at 5 µM; 300,000 compounds, 0.33% hits;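 active = inhibition above the mean of all tested compounds plus 3 SD, set per screening campaign, cut at about 45% in these data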
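System: GST-tagged and Flag-tagged HCV core protein residues 1-106 / Input: core106 proteins, GST 13.5 nM and Flag 17 nM / Buffer or medium: KF-containing HEPES buffer, pH 7.45, DTT, CHAPS, BSA / Probe or stimulus: Eu-anti-GST and XL665-anti-Flag labelled anti-tag antibodies / Schedule: 4 h, 22.5 °C incubation / Technique: TR-FRET 671 and 617 nm emission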
PP1 inh: counter-screen for PP5 inhibitors: inhibitors of human PP1-alpha; purified PP1alpha, OMFP fluorescence; inhibition, % at 6.7 µM; 320,000 compounds, 0.9% hits;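 active = inhibition above the mean inhibition of all tested compounds plus 3 SD, computed separately for each screening campaign, cut at about 15% in these data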
Efflux pump inh: blocks antifungal efflux pumps in multiplex yeast assay; inhibition, % at 10 µM; 330,000 compounds, 0.44% hits; S. cerevisiae Candida pump triplex, Nile Red efflux;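 active = plate passing quality check with inhibition over a set limit, or well fluorescence over plate mean plus 4 SD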;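 also: Nile Red retained in pooled yeast measured as flow cytometry median fluorescence; 0% = buffer negative control and 100% = Enniatin B positive control; higher means more Nile Red kept so more efflux inhibition; some compounds called inactive have numbers as strong as hits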
TPT1 inh: blocks Candida albicans tRNA 2'-phosphotransferase; 300,000 compounds, 0.81% hits; inhibition, % at 5 µM; recombinant caTPT1, FP RNA substrate dephosphorylation; AID 1962;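 active = inhibition above the mean of all tested compounds plus 3 SD, set per screening campaign, cut at about 24% in these data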;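 also: plate controls were DMSO alone for no effect and ferristatin control at 100 nM for full effect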
Numbers without * were called inactive; / = not tested or not shown. A portion of the library. The share of hits here may be higher or lower than overall.

Results follow in this order: TPT1 inh	PP1 inh	EBNA-1 inhibitor	Fh CTSL1 inh	core dimer inh	ZTA DNA inh	PP5 inh	PREPL inhibitor	Efflux pump inh
[1] CCOC(=O)c1c[nH]c2c3c(ccc2c1=O)CCCC3
 : -2	-1	10	7	6	-10	2.3	3	-0.1
[2] COc1ccc([N+](=O)[O-])cc1NC(=O)C(C)OC(=O)c1cccnc1 (stereo not given)
 : 4	-1	-9	-30	-5	-4	0.7	8	0.2
[3] CC1(C)CC(NC(=O)c2ccccc2C(=O)NC2CC(C)(C)NC(C)(C)C2)CC(C)(C)N1
 : 1	-1	-5	0	-2	9	-2.8	2	-0.2
[4] CCOC(=O)c1sc(N2C(=O)C(O)=C(C(=O)c3ccc(C)o3)C2c2cccc([N+](=O)[O-])c2)nc1C (stereo not given)
 : 4	35*	33*	4	22	23	2.9	11	-0.4
[5] CCC1CCCCN1CC(C)(C)NS(=O)(=O)c1ccccc1 (stereo not given)
 : -2	-3	2	-2	3	16	0.5	1	-0.1
[6] Cc1csc(SCC(=O)Nc2nccs2)n1
 : 2	-2	3	1	5	0	-2.3	-2	0.0
[7] Cc1nn(-c2ccccc2)c2c1C1(C(=O)N(C)c3ccccc31)C(C#N)=C(N)O2 (stereo not given)
 : 2	2	2	1	-11	-6	1.4	8	0.1
[8] O=C(Nc1ccc2c(c1)OCO2)c1cccs1
 : -1	-4	-7	1	5	6	2.3	14	0.2
[9] Cc1nnc(SCC(=O)N2CCC(Cc3ccccc3)CC2)n(N)c1=O
 : 3	1	0	0	2	-19	1.9	-15	0.0
[10] CCc1ccccc1Oc1coc2cc(O)ccc2c1=O
 : 0	0	-1	3	7	1	-2.8	3	0.0
[11] COc1ccc(CCNC(=S)N2CCN(S(=O)(=O)c3ccc(F)cc3)CC2)cc1
 : -2	-2	34*	1	4	27	0.1	-1	0.0
[12] CC(=O)N/C(=C/c1ccccc1)C(=O)NCCO
 : 2	-1	6	-1	-1	12	2.7	0	0.0
[13] CCOc1ccc(CN(C)CC(=O)Nc2cccc(C)c2)cc1OC
 : 2	-1	1	0	1	-1	-0.3	-4	-0.1
[14] CC1CCN(C(=O)CSc2nnc(CNC(=O)c3c(F)cccc3F)o2)CC1
 : -3	-5	10	0	-4	-6	1.0	-1	1.3
[15] O=C1CC(c2ccccc2F)c2cc3c(cc2N1)CCC3 (stereo not given)
 : -1	1	-5	2	-1	-8	2.5	2	0.1

Record cards, from the list above.
Profile of CCC1CCCCN1CC(C)(C)NS(=O)(=O)c1ccccc1 (stereo not given) = TPT1 inh = -2; PP1 inh = -3; EBNA-1 inhibitor = 2; Fh CTSL1 inh = -2; core dimer inh = 3; ZTA DNA inh = 16; PP5 inh = 0.5; PREPL inhibitor = 1; Efflux pump inh = -0.1
Profile of Cc1nnc(SCC(=O)N2CCC(Cc3ccccc3)CC2)n(N)c1=O = TPT1 inh = 3; PP1 inh = 1; EBNA-1 inhibitor = 0; Fh CTSL1 inh = 0; core dimer inh = 2; ZTA DNA inh = -19; PP5 inh = 1.9; PREPL inhibitor = -15; Efflux pump inh = 0.0

Going on with the list.
Results follow in this order: TPT1 inh	PP1 inh	EBNA-1 inhibitor	Fh CTSL1 inh	core dimer inh	ZTA DNA inh	PP5 inh	PREPL inhibitor	Efflux pump inh
[16] CCn1c(COc2ccccc2C)nc2ccccc21
 : -1	0	14	2	5	0	1.1	0	-0.1
[17] CCOC(=O)C1(CCOc2ccccc2)CCN(Cc2ccc(OC)cc2)CC1
 : -1	1	-7	0	-6	-11	2.2	-24	0.0
[18] O=C(COc1ccccc1Cc1ccccc1)Nc1cccnc1
 : /	-2	/	/	/	-4	2.2	-3	0.2
[19] CC(=O)N1CCN(S(=O)(=O)c2cccc(C(=O)N(Cc3ccccc3)c3ccc(C)cc3)c2)CC1
 : -3	-5	-8	2	-6	-9	-0.1	16	-0.1
[20] CC(C)[C@@H]1NC(=O)N(c2ccc(Oc3ccccc3)cc2)C1=O
 : 1	0	-5	0	2	-12	2.9	12	0.1
[21] O=[N+]([O-])c1cc([N+](=O)[O-])c2cc3ccccc3nc2c1
 : -1	-2	-5	-2	-7	12	-1.3	16	-0.2
[22] CCCN(CCC)CCOc1cc(C)ccc1C(C)C
 : -1	2	-2	5	-9	-14	1.9	20	0.8
[23] O=C(/C=C/c1ccco1)NC(=S)Nc1ccccn1
 : -1	1	8	0	2	-1	0.8	11	-0.2
[24] O=C(COC(=O)c1ncc(Cl)c(Cl)c1Cl)c1ccc(Cl)s1
 : 0	0	-3	1	-2	-18	0.2	1	0.0
[25] N#Cc1cc(-c2ccccc2)nnc1Sc1ccc(Cl)cc1
 : -6	-1	7	5	14	-3	-0.1	-3	-0.2
[26] CCn1nc(C)cc1C(=O)N1CCCC(CCC(=O)NCc2ccccc2F)C1 (stereo not given)
 : -1	-4	2	5	3	15	2.8	5	0.0
[27] COc1cc(OC)cc(-c2c(C#Cc3ccsc3)c3cc(-c4ccc(C(N)=O)cc4)ccc3n2C)c1
 : /	-4	/	/	/	40*	-0.1	13	0.4

Reformatted in markdown: four of the compounds above.
| item | canonical_smiles | TPT1 inh | PP1 inh | EBNA-1 inhibitor | Fh CTSL1 inh | core dimer inh | ZTA DNA inh | PP5 inh | PREPL inhibitor | Efflux pump inh |
| --- | --- | --- | --- | --- | --- | --- | --- | --- | --- | --- |
| 18 | O=C(COc1ccccc1Cc1ccccc1)Nc1cccnc1 | / | -2 | / | / | / | -4 | 2.2 | -3 | 0.2 |
| 19 | CC(=O)N1CCN(S(=O)(=O)c2cccc(C(=O)N(Cc3ccccc3)c3ccc(C)cc3)c2)CC1 | -3 | -5 | -8 | 2 | -6 | -9 | -0.1 | 16 | -0.1 |
| 20 | CC(C)[C@@H]1NC(=O)N(c2ccc(Oc3ccccc3)cc2)C1=O | 1 | 0 | -5 | 0 | 2 | -12 | 2.9 | 12 | 0.1 |
| 21 | O=[N+]([O-])c1cc([N+](=O)[O-])c2cc3ccccc3nc2c1 | -1 | -2 | -5 | -2 | -7 | 12 | -1.3 | 16 | -0.2 |

Screens from PubChem.
